T cell modulator – modulators of CD8 T cell-vesicle binding, primary screen, mouse 2C CD8+ T cells, flow cytometry; calls only at 7 µM; actives 0.068% (n = 330,000); 2C CD8+ T cell-vesicle binding; hits give low values;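 active = response, share of CD8 T cells binding vesicles, and their 90th percentile fluorescence all below set limits, cut at about 80% in these data, passing the limit was not always enough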
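Material: murine 2C transgenic CD8+ T lymphocytes / Also added: QL9-peptide-loaded Drosophila micro-vesicles bearing Ld, ICAM-1 and B7-1 / Schedule: binding step 1.5 h, 37 °C, antibody labelling 20 min, ice / Signal: flow cytometry, PE anti-B7-1 (FL2) versus Alexa647 anti-CD8 (FL8), PFA-fixed / Evaluation: percent CD8+ FL2 mean versus row control / Benchmarks: naked versus QL9-loaded vesicles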
NTR1 ag – agonists of NTR1, primary screen, imaging, U2OS cells, beta-arrestin-GFP, high content (AID 493036). Neurotensin receptor type 1 (Homo sapiens), P30989. NTR1-U2OS beta-arrestin-GFP spot imaging, agonist mode. activation, % at 20 µM. actives 0.17% (n = 330,000);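 active = activation at or above 40% of the spot to cytoplasm intensity ratio, with at least 20 cells analyzed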;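 also: 0% = DMSO without peptide and 100% = 100 nM NTR1 peptide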
Target sequence (P30989 whole entry, looked up): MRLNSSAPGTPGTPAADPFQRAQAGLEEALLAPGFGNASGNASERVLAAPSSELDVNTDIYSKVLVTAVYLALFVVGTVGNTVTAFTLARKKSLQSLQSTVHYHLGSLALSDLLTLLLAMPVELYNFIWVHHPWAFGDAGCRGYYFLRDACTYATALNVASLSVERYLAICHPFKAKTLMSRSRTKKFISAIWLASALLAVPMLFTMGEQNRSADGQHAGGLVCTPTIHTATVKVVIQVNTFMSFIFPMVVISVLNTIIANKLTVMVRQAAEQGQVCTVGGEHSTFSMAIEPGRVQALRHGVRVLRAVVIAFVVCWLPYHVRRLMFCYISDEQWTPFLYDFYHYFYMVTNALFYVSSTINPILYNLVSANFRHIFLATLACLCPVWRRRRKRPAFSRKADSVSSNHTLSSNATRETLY
T cell modulator vesicle-bound % – also measured in T cell modulator; calls as there; double positive events, %; measured here: CD8+ vesicle-bound cell fraction;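 binding gate set so that unloaded-vesicle control wells show 10% double positive cells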
NTR1 ag cell count 20 µM – second read-out of NTR1 ag, no call of its own (marks repeat the call); cell count; measured here: cell count, cytotoxicity flag
Numbers without * were called inactive; i = inactive; / = no result given. Some of the compounds tested (hit frequency here may not be typical).

SMILES	T cell modulator	T cell modulator vesicle-bound %	NTR1 ag	NTR1 ag cell count 20 µM
CCOC(=O)C1CCN(C(=O)COC(=O)C23CC4CC(CC(C4)C2)C3)CC1	i	56	-1.9	54
CCN1C(=NCc2ccc(OC)cc2)N[C@@H](c2ccccc2)[C@H](C(=O)OC)[C@H]1C	i	21	0.3	63
NC(=O)CC[C@H](NC(=O)c1ccc(F)cc1)C(=O)N1CCN(Cc2ccc3c(c2)OCO3)CC1	i	28	-0.8	54
CCOc1ncccc1C(=O)Nc1cc2c(cc1Br)OCCO2	i	42	7.3	42
Cc1noc(C)c1C(=O)N(CC(=O)Nc1ccc(Cl)c(C(F)(F)F)c1)Cc1ccco1	i	68	3.1	65
CC(C)(C)OC(=O)[C@H](Cc1ccccc1)NC(=O)c1nc[nH]c1C(=O)NCCCCCN	i	24	16	58
Cc1ccccc1OCC(=O)OCC(=O)NCc1ccccc1Cl	i	48	-1.6	57
OCc1nc2ccccc2n1CCOc1ccccc1	i	31	-1.2	39
O=C(CNC(=O)c1ccc(Br)o1)NNC(=O)c1ccc(Br)cc1	i	30	-1.1	71
O=C(CCNC(=O)c1ccc([N+](=O)[O-])cc1)NCc1ccco1	i	43	-1.8	65
Cc1ccc(C)c(NC(=O)CN(C)C(=O)COc2ccc3ccccc3c2)c1	i	55	0.3	56
COc1cccc(/C=C/C(=O)OCC(=O)NCCNC(=O)COC(=O)/C=C/c2cccc(OC)c2)c1	i	27	2.9	82
CCN(C(=O)COC(=O)CCC(=O)c1cccs1)c1ccccc1	i	51	-1.5	61
COc1ccc2sc(-c3ccc(SC)cc3)c(C#CCO)c2c1	i	8	18	58
ClCC1=Nc2ccccc2Cc2ccccc21	i	31	0.4	49
COc1cc(CCC(=O)Nc2ccc(S(=O)(=O)N3CCCC3)cc2)cc(OC)c1OC	i	48	-0.2	33
COc1cc(NC(=O)C2CC3CCC2C3)c(OC)cc1Cl (stereo not drawn)	i	30	-0.4	33
C#CCOCCOCCOCCNc1nc(N2CCOCC2)nc(N2CCN(C(=O)CCCCCCCCCCNC(=O)[C@@H]([C@H](C)O)n3cc(C)nn3)CC2)n1	i	16	-0.9	103
O=C(CN1C(=O)NC2(CCCC2)C1=O)OCc1ccccc1F	i	31	7.7	82
CC1CCN(C(=O)COC(=O)CCC(=O)c2ccc(F)cc2)CC1	i	28	2.4	63
Cc1ccc(C(=O)NCC(=O)NCc2ccc(Cl)cc2)s1	i	57	-0.3	59
COc1ccc(OC)c(CN2CCN(C(=O)CNC(=O)c3ccccc3F)CC2)c1	i	26	-0.5	53
CC(=O)c1c(C)[nH]c(C(=O)OCC(=O)Nc2ccc3c(c2)OCCO3)c1C	i	17	-0.7	64
O=C(NC1CCCCCC1)C1CCN(S(=O)(=O)c2c(Cl)cccc2Cl)CC1	i	26	0.9	47
CCOC(=O)C1CCN(C(=O)c2cc(-c3ccncc3)nc3ccccc23)CC1	i	35	3.1	52
O=C(COC(=O)/C=C/c1cccc(Cl)c1)NC1CCCC1	i	37	2.0	67
C=C(CC[C@@H](O)C(C)(C)O)[C@H]1CC[C@]2(C)[C@@H]1CCC1[C@@]3(C)CCC(=O)C(C)(C)C3CC[C@]12C (stereo partly drawn)	i	8	19	65
COc1ccc(S(=O)(=O)N2CCN(CC(=O)NC(Cc3ccccc3)C(C)=O)CC2)cc1 (stereo not drawn)	i	58	2.9	55
N#Cc1ccccc1OCC(=O)N1N=C(c2cccs2)CC1c1ccco1 (stereo not drawn)	i	38	-0.4	51
COC(=O)c1c(C)[nH]c(C(=O)C(C)OC(=O)c2cnc(C)cn2)c1C (stereo not drawn)	i	49	-0.5	47
CC(C)(CNCc1ccccc1)NS(=O)(=O)c1ccc(Cl)cc1	i	38	0.7	53
CCC(CO)Oc1cc(NC(=O)c2ccc(F)cc2)c2ncn(C(C)C)c2c1 (stereo not drawn)	i	45	-0.5	47
Cc1nc(NC(=O)COC(=O)CNC(=O)c2ccco2)c(Cl)cc1Cl	i	17	1.9	47
CC(C)(C)c1ccc(C(=O)CCC(=O)NCc2ccccc2)cc1	i	25	2.8	49
CCCOc1ccc(C(=O)CCC(=O)NNC(=O)c2cccs2)cc1	i	30	0.6	62
CCCNC(=O)C(Cc1cccc(OC)c1)NC(=O)c1ccc(C#N)cc1 (stereo not drawn)	i	18	2.4	48
Cc1ccsc1C(=O)OCC(=O)N1C(C)CCCC1C (stereo not drawn)	i	47	-0.1	54
COc1cc(-c2noc(C)c2C(=O)NCc2ccc(C)o2)cc(OC)c1OC	i	9	-0.1	50
CCOC(=O)C1=C(COC(=O)COc2cccc(C)c2C)NC(=O)NC1C (stereo not drawn)	i	47	0.9	58
COC(=O)[C@@]12CCCN1[C@H](c1ccc(SC3CCCCC3)cc1)[C@H]1C(=O)N(C)C(=O)[C@H]12	i	17	5.4	82
C=CCn1c(SCC(=O)NC2CC2)nc2ccccc2c1=O	i	37	3.1	58
C[C@H](CO)N1C[C@H](C)[C@@H](CN(C)S(=O)(=O)c2cn(C)cn2)Oc2ccc(NC(=O)Cc3ccccc3)cc2C1=O	i	29	-0.8	58
CC(C)CC(=O)OC(C)(C)[C@@H]1Cc2c(ccc3ccc(=O)oc23)O1	i	50	3.3	47
CC1CCCCC1NC(=O)NC(=O)COC(=O)c1cncc(Br)c1 (stereo not drawn)	i	13	2.6	60
COc1ccc(S(=O)(=O)N2CCN(CCOc3ccc(Br)cc3)CC2)cc1OC	i	30	-2.0	66
NC(=O)C1CCN(c2nc(-c3ccc(F)cc3)cs2)CC1	i	21	-0.8	50
COc1ccc(/C=C/C(=O)OCC(=O)NC2CCCC2)c(OC)c1	i	33	5.7	58
O=C(Cn1nc(C(=O)O)c2ccccc2c1=O)Nc1cc(Cl)ccc1-n1cncn1	i	55	26	53
CC1(C)C[C@H]2C3=CCC4[C@@]5(C)CC[C@H](O[C@@H]6O[C@H](C(=O)O)[C@@H](O)[C@H](O)[C@H]6O)[C@@](C)(CO)C5CC[C@@]4(C)[C@]3(C)C[C@H](O)[C@@]2(CO)[C@@H](O)[C@@H]1O (stereo partly drawn)	i	29	0.1	52
CC(=O)Nc1ccc(S(=O)(=O)Nc2ccc(-n3cnnn3)cc2)cc1	i	34	-1.4	100
COc1ccc(S(=O)(=O)N2CCCCC2)cc1NS(=O)(=O)c1ccccc1	i	48	2.7	57
CC(=O)c1ccc(-c2csc(N3CCC(C(N)=O)CC3)n2)cc1	i	28	0.6	63
CC1CC(C)CN(C(=O)COC(=O)c2ccc(N3CCCC3=O)cc2)C1 (stereo not drawn)	i	49	-0.1	68
Cc1cnc(NC(=O)C2CC(=O)N(c3ccc4c(c3)OCCO4)C2)s1 (stereo not drawn)	i	47	1.3	57
Cc1csc(=O)n1CC(=O)OCC(=O)NC(C)c1ccc(F)cc1 (stereo not drawn)	i	22	4.7	70
C1=C(c2cc3ccccc3cn2)CCCC1	i	52	-0.4	58
CCOC(=O)c1c(C)[nH]c(C(=O)OCC(=O)Nc2ccc(Cl)cn2)c1C	i	15	1.1	46
Cc1ccc(SCC(=O)Nc2nncs2)cc1	i	13	-1.6	63
CC(C)(C)OC(=O)N[C@H](C(=O)OC(C)(C)C)c1ccc(Br)cc1	i	52	0.8	66
Cc1c(Cl)cnc(NC(=O)COC(=O)C2CC3CCCC(C2)C3=O)c1Cl (stereo not drawn)	i	11	-1.8	39

Compounds shown so far with a tert-butyl group:
SMILES	T cell modulator	T cell modulator vesicle-bound %	NTR1 ag	NTR1 ag cell count 20 µM
CC(C)(C)OC(=O)[C@H](Cc1ccccc1)NC(=O)c1nc[nH]c1C(=O)NCCCCCN	i	24	16	58
CC(C)(C)c1ccc(C(=O)CCC(=O)NCc2ccccc2)cc1	i	25	2.8	49
CC(C)(C)OC(=O)N[C@H](C(=O)OC(C)(C)C)c1ccc(Br)cc1	i	52	0.8	66

Compounds from the list above that have fluorine, in the order listed:
SMILES	T cell modulator	T cell modulator vesicle-bound %	NTR1 ag	NTR1 ag cell count 20 µM
NC(=O)CC[C@H](NC(=O)c1ccc(F)cc1)C(=O)N1CCN(Cc2ccc3c(c2)OCO3)CC1	i	28	-0.8	54
Cc1noc(C)c1C(=O)N(CC(=O)Nc1ccc(Cl)c(C(F)(F)F)c1)Cc1ccco1	i	68	3.1	65
O=C(CN1C(=O)NC2(CCCC2)C1=O)OCc1ccccc1F	i	31	7.7	82
CC1CCN(C(=O)COC(=O)CCC(=O)c2ccc(F)cc2)CC1	i	28	2.4	63
COc1ccc(OC)c(CN2CCN(C(=O)CNC(=O)c3ccccc3F)CC2)c1	i	26	-0.5	53
CCC(CO)Oc1cc(NC(=O)c2ccc(F)cc2)c2ncn(C(C)C)c2c1 (stereo not drawn)	i	45	-0.5	47
NC(=O)C1CCN(c2nc(-c3ccc(F)cc3)cs2)CC1	i	21	-0.8	50
Cc1csc(=O)n1CC(=O)OCC(=O)NC(C)c1ccc(F)cc1 (stereo not drawn)	i	22	4.7	70

Next section.
SMILES	T cell modulator	T cell modulator vesicle-bound %	NTR1 ag	NTR1 ag cell count 20 µM
NC(=O)c1ccccc1N=Cc1cccnc1	i	57	-0.4	41
O=C(NC1=NCCS1)C1CCN(S(=O)(=O)c2ccc(Cl)cc2)CC1	i	24	-0.2	55
CC(C)C[C@H]1CN=C(Nc2ccccc2)N1CCC(C)c1ccccc1 (stereo partly drawn)	i	38	-4.6	71
CC1CN(C)C(C)CC1OC(=O)C(c1ccccc1)c1ccccc1 (stereo not drawn)	i	36	0.0	49
O=C(c1cn(-c2ccccc2)nc1-c1cccnc1)N1CCN(S(=O)(=O)c2cccc(F)c2)CC1	i	12	0.8	55
O=C(CCC1CCCC1)Nc1cc(Cl)ccc1N1CCOCC1	i	39	2.9	58
CC(=O)NC(C)c1cc(Cl)c2cccnc2c1O (stereo not drawn)	i	32	8.0	57
C[C@H](CO)N1C[C@H](C)[C@@H](CN(C)S(=O)(=O)c2ccc(F)cc2)Oc2c(NC(=O)NC3CCCCC3)cccc2C1=O	i	22	5.5	60
C[C@H](CO)N1C[C@H](C)[C@@H](CN(C)Cc2ccc(Cl)c(Cl)c2)Oc2c(NC(=O)C3CC3)cccc2C1=O	i	24	7.6	68
C/C=C/C1=CC(=O)C[C@H](c2ccc3c(c2)OCO3)C1	i	37	1.3	52
C=C1C[C@@]23CCC4[C@@](C)(CCC[C@@]4(C)C(=O)OC)C2CC[C@]1(OC(C)=O)C3 (stereo partly drawn)	i	41	4.2	56
CC[C@@H]1CCCCc2ccccc2[C@H](C(=O)C[C@@H](O)CC(C)=O)OC1=O	i	8	-0.4	68
Cc1nc(SCC(=O)Nc2c(C)n(C)n(-c3ccccc3)c2=O)c(C#N)c(C)c1C	i	35	-2.0	21
O=C(COC(=O)Cc1ccc(F)cc1)Nc1ccc(Cl)cn1	i	41	1.1	68
Cc1ccc(S(=O)(=O)N2CCOCC2)cc1C(=O)NC(C)CCc1ccccc1 (stereo not drawn)	i	44	-1.7	53
COC(=O)[C@]1(C)N[C@H](CN(C)C(=O)c2ccccc2)[C@@H]2C(=O)N(Cc3ccccc3)C(=O)[C@@H]21	i	16	1.4	71
C[C@H](CO)N1C[C@H](C)[C@@H](CN(C)C(=O)NC2CCCCC2)Oc2ccc(NC(=O)Nc3ccc(C(F)(F)F)cc3)cc2C1=O	i	6	6.3	60
O=C(NC(=O)c1ccccc1)C1=C(N2CCCC2)COC1=O	i	39	-4.0	/
O=C(COC(=O)c1cccnc1Cl)NCCCc1ccccc1	i	45	2.9	65
COc1ccc(C(C)=O)cc1COC(=O)c1ccc2c(c1)OCCO2	i	30	0.7	70
O=C(CSc1nc2nn(-c3ccccc3)c(=O)c-2c2n1CCCCC2)Nc1ccc(OC(F)F)cc1	i	47	6.9	44
COc1cc(SC)ccc1C(=O)OCC(=O)N1CC(=O)Nc2ccccc21	i	56	1.2	70
O=C1NC(Cc2ccccc2)c2nc3ccc(Br)cc3c(=O)n2-c2cc(Cl)ccc21 (stereo not drawn)	i	18	-1.1	65
CCOc1cc(C(=O)OCC(=O)Nc2cccc(S(=O)(=O)NC3=NCCCCC3)c2)cc(OCC)c1OCC	i	53	2.3	75
CCCNC(=O)C(Cc1ccc(I)cc1)NC(=O)C1CC1 (stereo not drawn)	i	14	-2.3	60
Cc1ccccc1-c1cc(C(=O)NCc2cccs2)nn1CC1CC(c2cccc([N+](=O)[O-])c2)=NO1 (stereo not drawn)	i	38	-1.9	88
O=C(CN1C(=O)C(=O)N(C2CCCC2)C1=O)NCCc1ccc(F)cc1	i	25	1.7	54
COc1ccc(C=NOCC(=O)OCC(=O)Nc2ccc(OC)cc2)cc1	i	32	-1.3	61
O=[N+]([O-])c1cc([N+](=O)[O-])c(Oc2cc(F)cc(F)c2)cc1NN1CCCCC1	i	48	6.9	100
O=C(C[C@@H]1C/C=C\C[C@H](Cc2ccc(F)cc2)C(=O)OC[C@@H](Cc2c[nH]c3ccccc23)NC1=O)NCCO	i	17	0.8	51
COc1cccc(NC(=O)CN(C)C(C)C(=O)N2CCCC2)c1 (stereo not drawn)	i	35	1.1	58
